# DRD3 agonist: agonists of human D3 dopamine receptor; D3R DiscoveRx beta-arrestin cells, luminescence, 90 min; AID 652048; max activation, %; 410,000 tested, 0.58% active; P35462; in the data active = max activation above about 30%; also: 0% is about no effect; mostly tested at two doses, the higher about 12 µM
#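 Agonist-mode cell screen: cells plated at 1500/well and incubated overnight at 37 °C, then exposed to library compounds for 90 min at 37 °C. Detection reagent was added for 30–60 min at room temperature, and luminescence was read.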
# Abeta rescue: A-beta toxicity reversal in yeast. yeast expressing A-beta42, growth rescue, OD600, 48 h; response scale: 0% DMSO, 100% iron-clioquinol control. AID 1347071. Potency, µM (titrated, usually from 46.1 µM), for inactives: top-dose growth rescue, most hits filed as activators. 410,000 tested, 0.063% active; also: potency is read from the fitted curve at half-maximal effect; nearly all actives have a fitted effect of over 55% in size
#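 Yeast growth medium received pinned compounds, then yeast cells expressing toxic A-beta were added; plates incubated at 30 C for 48 hr. Growth read as absorbance at 600 nm, normalized to DMSO and equimolar FeCl3 plus clioquinol controls.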
# DRD3 antagonist: antagonists of human D3 dopamine receptor; P35462; D3R cells, DiscoveRx beta-arrestin luminescence, antagonist mode; active compounds read low; max response, negative = inhibition, %; 360,000 tested, 2.5% active; in the data active = max response below about -50%; inconclusive = no clear call, values can overlap the other calls; also: % is scaled to controls: 0 for no effect and ±100 for the full control effect; mostly tested at two doses, the higher about 12 µM
#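 Cells expressing the human receptor were seeded at 1500 cells/well, incubated overnight at 37 degrees C in 5% CO2, then exposed to library compounds with dopamine controls for 90 minutes at 37 degrees C before luminescent detection.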
# FUS suppressor: suppressors of FUS proteinopathy in yeast. Potency, µM (highest dose often 76.6 µM), for the others: at the top dose growth rescue (activation), most hits filed as activators. S. cerevisiae FUS-expressing, growth rescue, OD600, 24 h. 390,000 tested, 0.24% active;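 also: potency is read from the fitted curve at half-maximal effect; plate controls were DMSO vehicle for no effect and reference control for full effect; nearly all actives have a fitted effect of over 55% in size; some results filed as inactive show a strong effect at the top dose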
#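 S. cerevisiae expressing FUS from galactose induction served as the toxicity model. Growth after 24hr at 30C, read as absorbance at 600 nm, indicates suppression of toxicity; compounds dosed at several concentrations.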
# aSyn rescue: alpha-synuclein toxicity inhibition in yeast | AID 652106 | Potency, µM (doses to about 46.1 µM), inactives show top-dose growth rescue (activation), usual class: activators | 370,000 tested, 0.14% active | Yeast expressing alpha-synuclein, growth rescue, BacTiter-Glo, 24 h; also: potency is read from the fitted curve at half-maximal effect; % of control where 0% means no effect; nearly all actives have a fitted effect of over 65% in size
#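 Screening used galactose-induced yeast with toxic alpha-synuclein levels, exposed to compound for 24 hr at 30 deg C. Cell growth, read with BacTiter-Glo luminescence, gave the measured signal.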
# EPAC2 agonist: EPAC2 (human) agonism. Q8WZA2. Potency, µM (highest dose often 154 µM), for inactives: at the highest dose activation, hits mostly activators. 360,000 tested, 0.079% active. EPAC2 activation, biochemical qHTS; response scale: 100% = 6.5 mM cAMP response; also: potency is read from the fitted curve at half-maximal effect; nearly all actives have a fitted effect of over 50% in size
# Target sequence (Q8WZA2 whole entry, looked up): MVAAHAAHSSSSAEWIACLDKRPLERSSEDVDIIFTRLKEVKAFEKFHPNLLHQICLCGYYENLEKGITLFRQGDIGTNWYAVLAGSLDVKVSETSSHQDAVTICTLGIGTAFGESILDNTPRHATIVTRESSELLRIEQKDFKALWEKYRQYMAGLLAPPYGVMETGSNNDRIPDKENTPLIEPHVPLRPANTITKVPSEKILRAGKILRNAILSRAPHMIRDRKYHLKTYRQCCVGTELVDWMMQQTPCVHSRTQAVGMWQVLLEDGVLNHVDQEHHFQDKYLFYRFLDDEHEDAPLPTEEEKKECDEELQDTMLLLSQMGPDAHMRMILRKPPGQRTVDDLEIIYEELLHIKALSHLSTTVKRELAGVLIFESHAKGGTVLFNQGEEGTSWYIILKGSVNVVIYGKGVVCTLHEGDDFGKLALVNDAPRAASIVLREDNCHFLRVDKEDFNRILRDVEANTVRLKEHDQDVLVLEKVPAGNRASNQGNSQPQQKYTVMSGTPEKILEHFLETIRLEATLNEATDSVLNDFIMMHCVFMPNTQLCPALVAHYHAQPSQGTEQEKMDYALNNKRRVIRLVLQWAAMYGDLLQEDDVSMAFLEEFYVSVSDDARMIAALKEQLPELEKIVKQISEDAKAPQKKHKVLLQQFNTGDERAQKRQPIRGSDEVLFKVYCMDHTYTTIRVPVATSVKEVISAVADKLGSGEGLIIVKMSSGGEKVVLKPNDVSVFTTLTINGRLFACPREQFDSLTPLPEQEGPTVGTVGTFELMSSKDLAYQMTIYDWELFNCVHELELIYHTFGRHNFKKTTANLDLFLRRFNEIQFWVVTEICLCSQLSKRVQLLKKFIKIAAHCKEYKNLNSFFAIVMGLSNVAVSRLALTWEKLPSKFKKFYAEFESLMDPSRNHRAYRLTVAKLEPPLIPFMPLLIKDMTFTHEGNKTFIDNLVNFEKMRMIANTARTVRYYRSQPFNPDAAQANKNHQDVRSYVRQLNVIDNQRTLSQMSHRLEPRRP
#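 Each well held 100 nM EPAC2, 250 nM RAP1B-BODIPY-GDP and 50 uM GDP. Fluorescence, read at 5-min intervals to 30 min, was referenced to a 6.5 mM cAMP positive control.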
# TDP43 rescue: inhibitors of TDP-43 toxicity in yeast; 410,000 tested, 1.8% active; Potency, µM (titrated, usually from 46.1 µM), for the others: at the highest dose growth rescue (activation), actives largely listed as activators; TDP-43 expressing yeast growth rescue, BacTiter-Glo, 24 h; also: potency is read from the fitted curve at half-maximal effect; % of control where 0% means no effect; nearly all actives have a fitted effect of over 50% in size
#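 In this qHTS, compounds that restore growth of yeast expressing TDP-43 appear as activators. Cells (OD600=0.02, galactose medium, raffinose-pregrown) are incubated with compound 24 hr at 30 deg C and growth is quantified by BacTiter-Glo.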
# EPAC2 antagonist: EPAC2 (human) antagonism; Q8WZA2; Potency, µM (doses to about 114 µM), without a hit: at the highest dose activity, negative = inhibition, actives largely listed as inhibitors; EPAC2 GEF exchange of Rap1B-BODIPY-GDP, fluorescence; 360,000 tested, 0.18% active; also: potency is read from the fitted curve at half-maximal effect; % is scaled to controls: 0 for no effect and ±100 for the full control effect; nearly all actives have a fitted effect of over 45% in size; many of its hits are not listed in these tables
# Active calls of the source: *; ? = inconclusive; . = no result given; & = joins results of further samples; [ ] = dose if it differs, or a comment. Unless noted, calls follow the shape of the dose curve; as a rule, active = well fitted curve in the direction sought with a large enough effect; inconclusive = small, poorly fitted or top-dose-only effect, or another doubt; inactive = no such curve, though single readings can be large; an effect the other way counts as inactive or inconclusive. The list is partial; the hit share may differ from the screen's.
SMILES,DRD3 agonist,Abeta rescue,DRD3 antagonist,FUS suppressor,aSyn rescue,EPAC2 agonist,TDP43 rescue,EPAC2 antagonist
CCOC(=O)c1c(C)[nH]c(C)c1S(=O)(=O)N1CCN(c2cccc(C(F)(F)F)c2)CC1,-18,-13%,.,?,.,.,-24%,.
COc1ccc(C(C)(O)c2nc(-c3cccc(C#N)c3)cs2)cc1 (stereo unspecified),7,26%,32,9%,?,9%,7%,-4%
C=CCc1cc(C=O)cc(OC)c1OCc1ccc(C(=O)O)cc1,-7,2%,7,0%,-8%,-4%,-27%,-2%
COc1ccccc1C(=O)NC(CCSC)C(=O)NCC(c1cccs1)N(C)C (stereo unspecified),-9,15%,6,5%,2%,-1%,16%,-2%
COc1cccc(NC(=O)Nc2nnc(CC(=O)NCc3ccccc3)s2)c1,6,0%,-10,15%,0%,0%,11%,5%
CN(Cc1ccccc1)C(=O)[C@@H]1CCCN1C(=O)[C@@H]1CCCN1C(=O)c1cccs1,1,-19%,18,-15%,-3%,3%,7%,-2%
Cc1ccc(NC(=O)C(=O)c2cn(CC(=O)N3CCCCC3)c3ccccc23)cc1,9,2%,-25,16%,0%,4%,1%,-16%
O=C1CC(NC(=O)C(F)(F)F)c2cc3c(cc21)OCO3 (stereo unspecified),3,-14%,-1,-1%,-2%,5%,3%,16%
Nc1ccc(/C=C/c2ccc3ncccc3c2)cc1,7,-1%,12,-17%,2%,0%,23%,2%
CCN(CC)c1ccc(NC(=O)CCNS(=O)(=O)c2ccc3c(c2)CCC(=O)N3)c(C)c1,-1,-3%,-14,-11%,-6%,9%,15%,6%

# The closing 3 records of the part before open the next one.
SMILES,DRD3 agonist,Abeta rescue,DRD3 antagonist,FUS suppressor,aSyn rescue,EPAC2 agonist,TDP43 rescue,EPAC2 antagonist
O=C1CC(NC(=O)C(F)(F)F)c2cc3c(cc21)OCO3 (stereo unspecified),3,-14%,-1,-1%,-2%,5%,3%,16%
Nc1ccc(/C=C/c2ccc3ncccc3c2)cc1,7,-1%,12,-17%,2%,0%,23%,2%
CCN(CC)c1ccc(NC(=O)CCNS(=O)(=O)c2ccc3c(c2)CCC(=O)N3)c(C)c1,-1,-3%,-14,-11%,-6%,9%,15%,6%
CSc1nsc(SC)c1NC(=O)OCCc1ccccn1,-2,-4%,6,7%,-8%,9%,6%,1%
CCOC(=O)c1cn(Cc2c(C)c(C)c(C)c(C)c2C)nn1,-2,7%,-19,6%,-2%,-4%,-1%,-5%
Cc1ccc(S(=O)(=O)Nc2ccc3c(c2)c(C(=O)OC(C)C)c(C)n3S(=O)(=O)c2ccc(C)cc2)cc1,7,9%,.,20%,.,.,?,.
O=C(O)c1cc(S(=O)(=O)NCCN2CCNC2=O)ccc1O,17,14%,3,1%,2%,2%,1%,6%
CC(C)(C)c1ccc(CS(=O)CC(O)CO)cc1 (stereo unspecified),8,3%,13,.,3%,-5%,0%,17%
Cc1ccc(NC(=O)C2OCCc3ccccc32)cc1 (stereo unspecified),3,8%,11,-2%,5%,11%,?,1%
O=C(O)c1ccc(CNC(=O)C2CCN(S(=O)(=O)c3cccs3)CC2)cc1,-3,12%,-5,-16%,1%,-11%,8%,-5%
COc1ccc(NC(=O)C2(C)Cc3c(-c4ccc(NC(C)=O)cc4)ccnc3O2)cc1 (stereo unspecified),-6,-14%,0,17%,-3%,4%,-1%,-3%
[O-]C1=N/[N+](=C/c2ccc(Cl)cc2)CC1,3,-11%,-13,4%,-12%,3%,5%,16%
Cc1ccc(CN2CC(C(=O)Nc3cccc(S(=O)(=O)N4CCCCC4)c3)CC2=O)cc1 (stereo unspecified),3,16%,0,.,-4%,13%,14%,-7%
O=C(CNCCC1=CCCCC1)Nc1ccccc1N1CCCCCC1,-9,?,14,-3%,-7%,6%,4%,-19%
Cc1noc(C)c1COc1ccc(C(=O)OCC(=O)Nc2ccc3c(c2)OCO3)cc1,1,13%,?,17%,4%,10%,9%,-3%
CCNC(=O)C1CC(=O)N(Cc2ccc3c(c2)OCO3)C(=Nc2ccc(F)cc2)S1 (stereo unspecified),-1,0%,7,-7%,0%,5%,-15%,0%
CCOc1ccc(OCCC(=O)N2CCN(S(=O)(=O)c3ccc(OCC)cc3)CC2)cc1,12,0%,-1,.,1%,0%,23%,2%
Clc1cccc(Cl)c1COc1ccncc1,6,16%,-24,-15%,0%,0%[15.6 µM],-19%,-3%
COCC(=O)N1c2nc(C(C)C)nn2C2(CCCCC2)[C@@H]2CCCC[C@@H]21,-12,-16%,.,9%,.,.,-18%,.
COc1cc(SC)ccc1C(=O)N(C)CC(=O)Nc1cccc2ccccc12,2,3%,?,16%,-7%,0%,-8%,0%
Nc1nc2c(ncn2[C@@H]2O[C@H](CNCc3ccc4ncccc4c3)[C@@H](O)[C@H]2O)c(=O)[nH]1,8,-7%,55,-3%,?,10%,12%,0%
CN(C)CCn1c2c(c(SCC(=O)Nc3cccc(C(F)(F)F)c3)nc1=O)CCCC2,11,4%,9,-1%,-5%,1%,7%,-2%
O=C(OCC(=O)N1CCN(c2ccc(F)cc2)CC1)c1cnc2ccccc2n1,1,-16%,0,-23%,2%,-5%,14%,-20%
Cc1ccccc1CSCCNC(=S)Nc1ccccc1,-15,-7%,-18,20%,-3%,15%,18%,-24%
CCOC(=O)N1CCN(C(=S)NC(=O)C2CCCC2)CC1,-6,8%,-18,-37%,-4%,20%,-11%,7%
Cn1c(=O)c(=O)n(C)c2cc(N3CCOCC3)c(NS(=O)(=O)c3ccc([N+](=O)[O-])cc3)cc21,3,11%,-3,-4%,-17%,5%,-8%,-5%
CC(C)C[C@H]1CN(CCCC[C@@H]2CNC(=O)C(=O)N2CC2CCCCC2)C(=O)C(=O)N1CCc1ccccc1,-9,-15%,0,-9%,-9%,3%,-1%,8%
CCc1ccccc1OCC(=O)Nc1cccc(S(=O)(=O)NCc2ccco2)c1,0,3%,0,39%,24%,17%,?,-5%
CCOC(=O)c1cc2c(=O)n3ccccc3nc2n(Cc2ccco2)c1=NC(=O)c1cccnc1,-4,2%,-10,32µM*,0%,4%,-1%,9%
C/C(=N\Nc1ccc(C(=O)O)cc1)c1ccc(Br)cc1,3,6%,1,-2%,-1%,-5%,10µM*,-17%
COCc1nc2oc3ccc(C)cc3c(=O)c2cc1C(=O)OC,5,0%,22,11%,9%,0%,-15%,6%
Cc1ccc(S(=O)(=O)C(C#N)c2nc3ccccc3nc2OCCO)cc1 (stereo unspecified),-3,-18%,-3,-7%,-4%,17%,-1%,-13%[57.1 µM]
COc1ccc(-c2sc3cc4c(cc3c2-c2ccc(OCCN3CCCCC3)cc2)OCO4)cc1,-17,-36%[inhibitor],3,4%,1%,8%,-1%,11%
COc1ccc(NC(=O)C(C)N(c2ccccc2)S(C)(=O)=O)cc1 (stereo unspecified),-13,-18%,.,7%,.,.,10%,.
Cc1nn(-c2ccccc2)c(C)c1S(=O)(=O)O,5,-24%,13,12%,-1%,6%,-17%[9.22 µM],0%
COc1cc(OC)cc(-c2nnc(NC(=O)Cc3ccc(F)cc3)o2)c1,-3,-4%,3,-5%,1%,3%,6%,-8%
CC(C)c1onc(C(=O)Nc2cccc(O)c2)c1[N+](=O)[O-],-5,7%,-30,9%,4%,4%,-13%[0.397 µM],0%
CCOc1ccc(CC(=O)NNC(=S)Nc2ccccc2)cc1Br,-1,?,-15,?,2%,-13%,?,-3%
Cc1oc2c(c(C)cc3oc(=O)c(CC(=O)NCCC(=O)O)c(C)c32)c1C,-1,-10%,-7,-23%,-4%,11%,-19%,-12%
CC1Cc2cc(/C(O)=C3\C(=O)C(=O)N(CCN4CCOCC4)C3c3ccccc3F)ccc2O1 (stereo unspecified),-13,0%,-10,9%,4%,0%,11%,-2%
O=c1c([N+](=O)[O-])cccn1Cc1ccccc1Cl,-5,5%,3,18%,-4%,-3%,9%,-1%
Cc1ccsc1/C=N/NC(=O)C1CC(=O)N(c2ccccc2)C1 (stereo unspecified),-2,-15%,38,.,6%,-11%,-1%,4%
Cc1ccc(C(=O)NCc2ccco2)cc1S(=O)(=O)N1CCCC1,-5,-12%,-17,.,-3%,9%,8%,2%
CN(C(=O)CCOc1ccccc1)c1c(N)n(Cc2ccccc2)c(=O)[nH]c1=O,-4,0%,9,21%,-6%,2%,-4%,22%
N#Cc1ccccc1NC(=O)Nc1ccccc1,2,-14%,-2,-16%,2%,6%,23%,10%
CCOC1=C2[C@@H](CN(S(=O)(=O)c3ccc(C)cc3)[C@H]2c2ccccc2F)[C@H]2C(=O)N(Cc3ccccc3)C(=O)[C@H]2C1,-8,-9%,?,32%,0%,11%,13%,-10%
Cn1c(=O)c2c([nH]c(OCc3ccc(Cl)cc3Cl)[n+]2Cc2ccc(F)cc2)n(C)c1=O,4,-1%,2,?,-1%,0%,-4%,-6%
O=C(c1cc2c(s1)CCCC2)N1CCN(S(=O)(=O)c2ccccc2)CC1,-19,-9%,-11,-3%,-2%,15%,?,-5%
O=C(COc1ccccc1-c1ccccc1)NCc1cccc(Cl)c1,-4,13%,-5,1%,23%,-11%,?,?
Cc1cc2nccc(-c3ccc(Cl)c([N+](=O)[O-])c3)n2n1,-5,-30%,-27,30%,-1%,4%,-24%[0.397 µM],-13%
COc1cc(S(=O)(=O)N2CCOCC2)ccc1NC(=O)COC(=O)COc1ccccc1,6,2%,7,-3%,1%,-2%,-3%,?
O=C(O)c1cccc(S(=O)(=O)Nc2ccccc2Cl)c1,1,10%,-16,13%,6%,10%,13%,3%
Cn1c(=O)c2c(nc(SCCN3CCCCC3)n2C)n(C)c1=O,-1,5%,21,-27%,-1%,-2%,7%,-2%
# Additional entries follow:
SMILES,DRD3 agonist,Abeta rescue,DRD3 antagonist,FUS suppressor,aSyn rescue,EPAC2 agonist,TDP43 rescue,EPAC2 antagonist
O=C(COC(=O)c1ccccc1OCC(=O)Nc1ccc(Br)cc1)Nc1ccccc1,-4,13%,-51*,.,4%&1%,6%,0%,-1%
Cc1cc(OCC(=O)NCCN2CCOCC2)cc(C)c1Cl,1,0%,-1,17%,-1%,10%,-8%,3%
COc1ccc(C(=O)CCC(=O)Nc2ccc(N3CCN(C)CC3)cc2)cc1OC,0,-21%,0,3%,-6%,11%,-4%,8%
COc1cc(/C=C/C(=O)Nc2cccc(S(=O)(=O)N3CCOCC3)c2)ccc1OCC#N,-4,1%,-8,?,-2%,9%,2%,3%

# Compound activity (PubChem BioAssay)
